Screens: PubChem BioAssay, several laboratories
Shn3 inh set2: Schnurri-3 reporter inhibition in Clone20 osteoblasts; Clone20 osteoblast Shn3 3'UTR firefly luciferase, 24 h; inhibition, % at 12.5 µM; 0.52% of 360,000 active;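 active = mean inhibition of at least 75% with every replicate also reaching 75%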;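 also: 0% = median of neutral control wells and 100% = pilot-screen positive control compound; some compounds past the cut are filed as inactive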
NR2F2 inh: NR2F2 (human) inhibition, primary screen; inhibition, % at 8.6 µM; 0.7% of 370,000 active; HEK293T NGFI-A luciferase reporter, luminescence;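 active = inhibition above a per-plate cutoff, mean inhibition of test wells between control levels plus 3 SD, cut at about 38% in these data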;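 also: cells cotransfected with COUP-TFII expression vector driving the NGFI-A reporter; 0% = median of COUP-TF2 test wells and 100% = reporter-only cells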
TWEAK-Fn14 inh: inhibitors of TWEAK-Fn14 interaction signaling | TWEAK-stimulated Fn14 reporter cells, luciferase luminescence, 8 h | inhibition, % at 10 µM | 2% of 360,000 active | AID 1159606; in the data active = inhibition above about 50%
KKLEB cytotox: reduces viability of KKLEB cystic fibrosis airway cells. KKLEB CF airway cells viability, ATPlite luminescence, overnight; hits give low values; cells stimulated with P. aeruginosa culture filtrate. activity change (cytotoxicity), % at 5 µM. 0.36% of 360,000 active. AID 602141;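 active = corrected activity change at or below -50% at 5 µM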
TROY NFkB inh: TROY signaling inhibition; Q293 LMP1-TROYcd NF-kB luciferase reporter, 4 h; inhibition, % at 10 µM; 0.98% of 360,000 active;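 active = compounds whose plate-normalised and pattern-corrected inhibition of the luciferase reporter signal at the single screening dose is 50% or more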
CF NFkB inh: inhibitors of cystic fibrosis induced NF-kB. inhibition, % at 5 µM. KKLEB NF-kB-GFP reporter, PAF-induced, GFP fluorescence overnight. 0.86% of 360,000 active;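 active = at least 50% inhibition at 5 µM, scaled per plate between neutral and stimulator controls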;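 also: PAF is a Pseudomonas aeruginosa culture filtrate used as stimulus; plate controls were PAF-stimulated DMSO wells for no effect and unstimulated DMSO wells for full effect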
TRAIL sens C8: sensitizes caspase-8 expressing cells to TRAIL; 1% of 360,000 active; AID 624354; inhibition (viability loss, TRAIL sensitization), % at 10 µM; NB7+C8 cells + TRAIL, ATPlite viability luminescence;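 active = compounds causing at least 50% loss of cell viability in the single-dose screen, relative to plate controls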
LRH-1 inv ag: inverse agonists of human LRH-1 (NR5A2). HEK293T StAR-luciferase reporter, LRH-1 transfected, 24 h. 0.13% of 360,000 active. inhibition, % at 3.6 µM. O00482;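 active = inhibition above the mean inhibition of all tested compounds plus 3 SD, cut at about 73% in these data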;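 also: 0% = DMSO wells and 100% = reporter-only cells lacking LRH-1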
LMP1 NFkB inh: reduces LMP1-driven NF-kappaB luciferase signal. 0.69% of 350,000 active. inhibition, % at 12.5 µM. LMP1-induced NF-kappaB luciferase reporter cells, luminescence; in the data active = inhibition above about 41%;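 also: 0% = neutral control wells and 100% = reference inhibitor control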
SRC1 inh: inhibitors of human steroid receptor coactivator 1 (SRC1); HEK293 GAL4-SRC1 luciferase reporter, luminescence; inhibition, % at 3.6 µM; Q15788; 0.12% of 360,000 active;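 active = inhibition above the campaign mean plus 3 SD, with each screening campaign given its own cutoff, cut at about 60% in these data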;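 also: 0% = DMSO treated cells and 100% = gossypol at 36 µM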
NCOA3 inh: human NCOA3 inhibition | HEK293 GAL4-SRC3 luciferase reporter, luminescence | inhibition, % at 3.6 µM | 0.17% of 360,000 active;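 active = inhibition above a per-campaign cutoff, the mean of all compounds plus 3 SD, cut at about 60% in these data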;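 also: 0% = DMSO-treated cells and 100% = gossypol-treated cells at 36 µM; higher means less SRC3-driven luciferase light from the GAL4 reporter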
Target sequence (Q9Y6Q9 whole entry, looked up, the tested form may be a part): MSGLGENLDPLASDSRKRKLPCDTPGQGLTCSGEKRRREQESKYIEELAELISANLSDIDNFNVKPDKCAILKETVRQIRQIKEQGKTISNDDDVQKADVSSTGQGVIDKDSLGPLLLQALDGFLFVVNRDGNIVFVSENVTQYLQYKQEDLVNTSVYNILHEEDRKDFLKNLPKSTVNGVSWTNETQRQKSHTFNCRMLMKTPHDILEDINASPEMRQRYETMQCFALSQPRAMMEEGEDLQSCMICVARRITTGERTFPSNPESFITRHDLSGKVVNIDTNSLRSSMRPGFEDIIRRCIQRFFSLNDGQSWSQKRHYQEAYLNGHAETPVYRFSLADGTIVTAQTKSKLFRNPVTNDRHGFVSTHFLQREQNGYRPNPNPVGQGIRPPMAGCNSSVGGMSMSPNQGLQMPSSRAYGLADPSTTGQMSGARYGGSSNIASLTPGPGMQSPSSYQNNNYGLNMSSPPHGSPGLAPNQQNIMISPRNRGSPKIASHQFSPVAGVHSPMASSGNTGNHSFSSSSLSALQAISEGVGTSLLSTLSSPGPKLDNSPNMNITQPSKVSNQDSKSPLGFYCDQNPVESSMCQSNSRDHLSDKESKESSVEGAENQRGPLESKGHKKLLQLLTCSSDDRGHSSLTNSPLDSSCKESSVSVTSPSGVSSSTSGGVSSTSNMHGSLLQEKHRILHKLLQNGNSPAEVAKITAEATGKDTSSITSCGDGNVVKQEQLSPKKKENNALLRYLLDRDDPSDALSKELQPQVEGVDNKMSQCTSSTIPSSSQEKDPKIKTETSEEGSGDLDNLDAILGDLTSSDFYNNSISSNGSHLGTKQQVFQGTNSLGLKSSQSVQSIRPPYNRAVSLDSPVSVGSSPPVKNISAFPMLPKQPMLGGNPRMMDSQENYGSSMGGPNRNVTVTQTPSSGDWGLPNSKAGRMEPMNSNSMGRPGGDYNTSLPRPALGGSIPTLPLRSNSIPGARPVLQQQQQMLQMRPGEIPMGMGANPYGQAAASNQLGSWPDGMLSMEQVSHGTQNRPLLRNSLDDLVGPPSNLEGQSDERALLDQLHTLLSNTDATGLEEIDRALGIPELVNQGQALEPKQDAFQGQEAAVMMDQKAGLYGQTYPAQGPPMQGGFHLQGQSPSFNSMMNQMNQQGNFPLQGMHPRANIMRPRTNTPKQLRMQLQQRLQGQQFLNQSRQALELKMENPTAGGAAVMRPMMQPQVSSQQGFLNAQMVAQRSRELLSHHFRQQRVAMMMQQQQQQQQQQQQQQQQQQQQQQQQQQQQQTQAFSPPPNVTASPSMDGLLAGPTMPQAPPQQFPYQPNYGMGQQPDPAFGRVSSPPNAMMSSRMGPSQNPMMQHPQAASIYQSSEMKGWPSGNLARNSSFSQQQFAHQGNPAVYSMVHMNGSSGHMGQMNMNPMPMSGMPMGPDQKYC
An asterisk follows results filed as active; . = not tested or not shown. A portion of the library; the hit share may differ from the screen's.

#1 CCC1(CC)Cc2ccccc2-c2nc(-c3ccccc3)oc(=O)c21
#2 CN1C[C@@H]2C(c3ccccc3)C3(c4ccc(C#N)cc4)CC2(C3)[C@H]1c1ccccc1 (stereo partly drawn)
#3 COc1cc(CNCCO)cc(Cl)c1OCc1ccccc1Cl
#4 COc1ccccc1CN1CC(C(=O)NCC2(O)CCCCC2)CCC1=O (stereo not drawn)
#5 COc1cccc(C2=NOC(C(=O)NCc3cccs3)C2)c1 (stereo not drawn)
#6 CCCCNc1c(N)n(CCC)c(=O)[nH]c1=O
#7 CC(=O)Nc1ccc(N(CC(=O)NC2CCCCC2)C(=O)Cn2nnc(-c3ccccc3)n2)cc1
#8 C/C(=C\c1ccc(Cl)cc1)C(=O)c1c(C)cc(C)[nH]c1=O
assay / compound	1	2	3	4	5	6	7	8
SRC1 inh	-2	3	2	-11	-8	-27	-12	6
Shn3 inh set2	22	1	64	-5	-7	-4	-9	6
KKLEB cytotox	8	-6	-7	2	-4	-3	-3	-5
TWEAK-Fn14 inh	6	3	2	-9	2	10	8	31
LMP1 NFkB inh	-9	5	-4	6	-1	11	-1	22
TRAIL sens C8	12	17	2	-6	6	1	-11	-3
NR2F2 inh	.	-2	-26	7	-7	-2	-1	-13
TROY NFkB inh	-16	-5	-27	-12	-19	-15	-17	32
NCOA3 inh	-18	-6	16	4	3	-6	6	6
LRH-1 inv ag	9	-7	-17	-15	-9	14	9	13
CF NFkB inh	-1	-5	22	-13	2	18	2	8

#9 Cc1nc(NCCO)c2nnn(Cc3ccccc3F)c2n1
#10 CC(C)c1ccc(-c2nnn(CCC(=O)O)n2)cc1
#11 Cc1ccc(C(=O)N/C(=C\c2ccco2)C(=O)NCCc2c[nH]c3ccccc23)cc1
#12 O=S(=O)(NCCN1CCOCC1)c1cc(Cl)c(Cl)cc1Cl
#13 Nc1c(SCCC(=O)O)ccc2c1C(=O)c1ccccc1C2=O
#14 COc1ccc(NC(=O)CSc2nnc(Cc3ccc(C)cc3)c(=O)n2N)cc1
#15 CCOc1ccc(N2C(=O)CC(C(C)c3ccccc3)C2=O)cc1 (stereo not drawn)
#16 NC(=O)c1nsc(C(=O)N(CC(=O)NC2CCCC2)c2ccc(F)c(Cl)c2)c1N
assay / compound	9	10	11	12	13	14	15	16
SRC1 inh	2	58	-9	-4	-16	-21	-11	4
Shn3 inh set2	-1	36	-24	2	-9	-11	-4	-4
KKLEB cytotox	-1	3	20	2	9	-2	-3	6
TWEAK-Fn14 inh	9	87*	-10	8	-12	-4	5	31
LMP1 NFkB inh	0	45*	-14	-2	-7	2	-3	-2
TRAIL sens C8	-6	-2	13	9	-1	-13	-6	5
NR2F2 inh	0	.	8	-9	20	4	-26	9
TROY NFkB inh	8	48	-4	12	-37	-1	-16	-7
NCOA3 inh	-8	50	3	4	-13	13	-9	2
LRH-1 inv ag	-1	54	0	12	-12	-1	3	-15
CF NFkB inh	11	-10	-14	5	2	-8	2	8

#17 O=C(Cc1c(C(=O)O)[nH]c2ccccc12)NCCN1CCN(c2cccc(Cl)c2)CC1
#18 CN(C)CCCNC1CS(=O)(=O)CC1O (stereo not drawn)
#19 COc1ccc(-c2noc(CCC(=O)NC3CCCCCC3)n2)cc1OC
#20 CCC(C(=O)NCCC1=CCCCC1)c1ccccc1 (stereo not drawn)
#21 CCCCc1ccc(NC(=S)NCC2CCCO2)cc1 (stereo not drawn)
#22 COc1ccc(Cn2c(CCC(=O)Nc3ccc(C)cc3)nc3cccnc32)cc1
#23 O=C(Cn1nnc(-c2ccccc2)n1)N/N=C/c1ccc(-c2ccc(Cl)cc2)o1
#24 O=C(CCCSc1nnc(SCCCC(=O)c2ccc(F)cc2)s1)c1ccc(F)cc1
assay / compound	17	18	19	20	21	22	23	24
SRC1 inh	3	16	7	14	-15	-4	-8	3
Shn3 inh set2	1	19	-2	7	6	-5	4	29
KKLEB cytotox	9	-8	-1	3	1	-2	0	-4
TWEAK-Fn14 inh	11	4	-53	-1	-8	-10	-30	16
LMP1 NFkB inh	3	-15	1	1	3	1	-19	-5
TRAIL sens C8	-9	-9	4	5	-4	15	10	-1
NR2F2 inh	10	-6	-18	0	-14	23	-2	9
TROY NFkB inh	8	5	-9	2	-26	11	-7	31
NCOA3 inh	18	9	-20	12	-2	16	12	13
LRH-1 inv ag	-3	-7	-4	4	-15	9	-4	-13
CF NFkB inh	-4	4	-11	-22	-11	2	8	2

#25 CC[C@@]12C(=O)N(c3ccc(OC)cc3)C(=O)N1[C@H](c1cccc(C)c1)[C@@H]1C(=O)N(Cc3ccccc3)C(=O)[C@@H]12
#26 COc1cccc(NC(=O)CN2C(=O)COc3ccc(Cl)cc32)c1
#27 CCOc1ccc(C2NC(=O)NC(c3ccccc3)=C2C(C)=O)cc1OC (stereo not drawn)
#28 COc1cc(C2/C(=C(\O)c3ccc4c(c3)OCCO4)C(=O)C(=O)N2Cc2ccco2)ccc1O (stereo not drawn)
#29 Cn1c(=O)n(Cc2ccccc2F)c(=O)c2c1nc1n2CCN1Cc1ccco1
#30 CCNC(=S)N/N=C(\C)c1ccc2c(c1)OCCO2
#31 CC(C)[C@H](NC(=O)c1ccccc1)C(=O)OCC(=O)Nc1ccc(S(=O)(=O)N2CCOCC2)cc1
#32 OC[C@@H]1CN(Cc2ccc3c(c2)OCO3)C[C@H](n2cnc3c(N4CCOCC4)ncnc32)O1
assay / compound	25	26	27	28	29	30	31	32
SRC1 inh	-2	-5	-24	-1	0	-19	-10	6
Shn3 inh set2	-3	15	20	1	8	-8	-25	9
KKLEB cytotox	-2	4	4	4	-3	0	15	-1
TWEAK-Fn14 inh	12	2	16	10	-16	-7	-5	-8
LMP1 NFkB inh	-8	-6	5	2	-6	-15	-1	.
TRAIL sens C8	-3	-18	13	-7	10	2	6	0
NR2F2 inh	.	-13	-13	6	1	-2	6	-18
TROY NFkB inh	-8	-4	-3	3	13	-17	18	9
NCOA3 inh	-16	13	-9	5	-7	0	9	3
LRH-1 inv ag	1	2	-4	15	-10	-16	11	3
CF NFkB inh	-8	-1	-11	-18	-5	0	-22	-8

#33 Cc1cc(C)n(C(C)CNS(=O)(=O)c2ccccc2)n1 (stereo not drawn)
#34 COc1ccc(/C=C2\CCC(C3CCCC3)C2=O)c(OC)c1 (stereo not drawn)
#35 Cc1cccc2nc(-c3ccco3)c(Nc3ccccc3)n12
#36 O=C(OC(C(=O)NCc1ccc2c(c1)OCO2)c1ccncc1)c1ccc(Cl)nc1 (stereo not drawn)
#37 Cc1ccccc1C(=O)N1CCc2cc(-c3nc(NC(=O)Cc4ccc5c(c4)OCO5)sc3C)ccc21
#38 C=CCSc1nnc(NC(=O)CSc2nnc(C)s2)s1
#39 COc1ccc(OC)c(NC(=O)CC2SC(=NCc3ccccc3)NC2=O)c1 (stereo not drawn)
#40 Nc1nonc1-c1noc(N2CCOCC2)n1
assay / compound	33	34	35	36	37	38	39	40
SRC1 inh	13	-121	7	3	2	-25	9	-112
Shn3 inh set2	7	-30	6	-3	47	-22	-11	-11
KKLEB cytotox	3	-11	0	-11	8	12	-10	-10
TWEAK-Fn14 inh	2	-14	-24	-19	44	-7	4	-29
LMP1 NFkB inh	6	-5	0	-4	26	-10	4	-4
TRAIL sens C8	12	-8	-1	-6	18	-4	-6	-4
NR2F2 inh	22	-25	13	-2	.	-6	2	-4
TROY NFkB inh	-3	-43	-10	-7	32	-2	3	-9
NCOA3 inh	-3	-30	-15	13	32	-13	13	1
LRH-1 inv ag	-9	2	0	-1	19	7	-6	-14
CF NFkB inh	-4	-1	-13	-13	-13	-5	4	6

#41 C#CCOCCOCCOCCNc1nc(N2CCN(C(=O)[C@H](CCC(=O)O)n3cc([C@@H](N)CC(N)=O)nn3)CC2)nc(N2CCN(C(=O)[C@H](CCC(=O)O)n3cc([C@@H](N)CC(N)=O)nn3)CC2)n1
#42 O=C(CNC(=O)c1ccc(Cl)cc1Cl)NCCCn1ccnc1
#43 O=C1CC(SCc2nc3ccccc3[nH]2)C(=O)N1c1ccc(F)cc1 (stereo not drawn)
#44 Cc1nnc(SCC(=O)NCc2ccc3c(c2)OCO3)n1C
#45 Cc1c(C(=O)c2ccc(Br)cc2)c(=O)n(C)c(=O)n1C
assay / compound	41	42	43	44	45
SRC1 inh	5	6	-24	4	14
Shn3 inh set2	8	8	-4	-2	0
KKLEB cytotox	10	-6	-7	12	21
TWEAK-Fn14 inh	20	-4	12	9	-7
LMP1 NFkB inh	-2	-5	-1	-4	0
TRAIL sens C8	-16	-14	-5	-4	-9
NR2F2 inh	-9	11	-3	20	12
TROY NFkB inh	11	7	-25	16	-16
NCOA3 inh	-5	-8	6	5	5
LRH-1 inv ag	6	11	7	15	16
CF NFkB inh	-1	-7	8	-1	-25

Filtered by structure: the compounds so far containing a furan ring, fused or not (five)
#11 Cc1ccc(C(=O)N/C(=C\c2ccco2)C(=O)NCCc2c[nH]c3ccccc23)cc1
#23 O=C(Cn1nnc(-c2ccccc2)n1)N/N=C/c1ccc(-c2ccc(Cl)cc2)o1
#28 COc1cc(C2/C(=C(\O)c3ccc4c(c3)OCCO4)C(=O)C(=O)N2Cc2ccco2)ccc1O (stereo not drawn)
#29 Cn1c(=O)n(Cc2ccccc2F)c(=O)c2c1nc1n2CCN1Cc1ccco1
#35 Cc1cccc2nc(-c3ccco3)c(Nc3ccccc3)n12
assay / compound	11	23	28	29	35
SRC1 inh	-9	-8	-1	0	7
Shn3 inh set2	-24	4	1	8	6
KKLEB cytotox	20	0	4	-3	0
TWEAK-Fn14 inh	-10	-30	10	-16	-24
LMP1 NFkB inh	-14	-19	2	-6	0
TRAIL sens C8	13	10	-7	10	-1
NR2F2 inh	8	-2	6	1	13
TROY NFkB inh	-4	-7	3	13	-10
NCOA3 inh	3	12	5	-7	-15
LRH-1 inv ag	0	-4	15	-10	0
CF NFkB inh	-14	8	-18	-5	-13
